Compound activity: PubChem BioAssay, Broad Institute
RAD52 anneal inh – inhibitors of human RAD52 DNA annealing; hit rate 0.46% among 360,000; recombinant RAD52 DNA annealing, FRET fluorescence; inhibition, % at 18.7 µM;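 active = every replicate showing at least 50% inhibition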
Target sequence (P43351 whole entry, looked up): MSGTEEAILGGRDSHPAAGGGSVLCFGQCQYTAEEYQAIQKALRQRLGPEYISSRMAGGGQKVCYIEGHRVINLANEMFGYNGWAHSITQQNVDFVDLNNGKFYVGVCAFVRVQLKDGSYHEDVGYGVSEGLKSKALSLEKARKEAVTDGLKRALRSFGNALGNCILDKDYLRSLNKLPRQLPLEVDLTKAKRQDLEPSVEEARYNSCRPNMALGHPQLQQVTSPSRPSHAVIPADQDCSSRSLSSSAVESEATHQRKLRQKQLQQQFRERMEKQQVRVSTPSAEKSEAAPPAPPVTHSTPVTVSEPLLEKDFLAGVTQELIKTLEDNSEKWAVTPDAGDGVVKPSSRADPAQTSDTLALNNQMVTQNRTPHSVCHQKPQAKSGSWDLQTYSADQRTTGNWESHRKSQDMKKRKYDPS
RAD54 branch – inhibitors of human RAD54 branch migration; Q92698; RAD54 Holliday junction branch migration, FAM/BHQ fluorescence; inhibition, % at 10.4 µM; hit rate 0.14% among 360,000; AID 602329;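 active = mean normalized replicate activity at least 40 and at least half of replicates scoring 40 or more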;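 also: 0% = median of neutral control wells and 100% = median of positive control wells; inhibitors cause a drop in the FAM fluorescence signal; in these data hits start at about 50%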
FN deposition inh – fibronectin deposition inhibition; AH1F fibroblasts, Alexa488-fibronectin deposition fluorescence, overnight; inhibition, % at 12.6 µM; hit rate 0.086% among 350,000; AID 743247;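 active = mean inhibition across replicates of 30% or more, regardless of how many single replicates reach that level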;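 also: positive control wells lacked labelled fibronectin entirely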
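Assay system: AH1F fibroblast monolayer, labelled fibronectin deposition. Amount: 10000 cells per well. Also added: labelled fibronectin 24 nM. Compound: single-point pinned compound. Incubation: cell attachment 1 h, compound and FN exposure overnight. Detection: fluorescence after three HBSS washes, excitation 485 nm, emission 525 nm. Read-out: inhibition of fibronectin deposition signal.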
Xi reactivation – activators of X-chromosome reactivation in mouse fibroblasts; XiGFP mouse fibroblasts, % GFP-positive cells imaging, 3 d; cells co-treated with 5-aza-dC sensitizer; scaled so ellipticine positive control = 100%; activation, % at 7.58 µM; hit rate 0.055% among 360,000; AID 743238;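 active = mean normalized replicate activation at least 10% and every replicate at or above 10%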;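 also: 0% = median of on-plate neutral control wells and 100% = ellipticine 6 µM median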
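System: SV40-immortalized XiGFP fibroblast cells, line 68-5-11 / Incubation: 3-day compound exposure, then 15 min fixation at room temperature / Compound: single concentration per compound, delivered by pin transfer / Buffer or medium: DMEM plus 5-aza-dC sensitizer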
E-selectin induc – induces E-selectin expression in human endothelial cells; HUVEC E-selectin immunofluorescence imaging; normalized: neutral wells 0, TNF-alpha wells 100; P16581; hit rate 0.37% among 260,000; activation, % at 7.58 µM;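 active = mean E-selectin-positive cell signal at least 10% of the positive control, reached in at least 60% of replicates, without over 20% cell loss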;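 also: in these data hits start at about 27%; measured in HUVEC primary endothelial cells; signal is the percent of cells scored E-selectin positive by PE staining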
Target sequence (P16581 whole entry, looked up): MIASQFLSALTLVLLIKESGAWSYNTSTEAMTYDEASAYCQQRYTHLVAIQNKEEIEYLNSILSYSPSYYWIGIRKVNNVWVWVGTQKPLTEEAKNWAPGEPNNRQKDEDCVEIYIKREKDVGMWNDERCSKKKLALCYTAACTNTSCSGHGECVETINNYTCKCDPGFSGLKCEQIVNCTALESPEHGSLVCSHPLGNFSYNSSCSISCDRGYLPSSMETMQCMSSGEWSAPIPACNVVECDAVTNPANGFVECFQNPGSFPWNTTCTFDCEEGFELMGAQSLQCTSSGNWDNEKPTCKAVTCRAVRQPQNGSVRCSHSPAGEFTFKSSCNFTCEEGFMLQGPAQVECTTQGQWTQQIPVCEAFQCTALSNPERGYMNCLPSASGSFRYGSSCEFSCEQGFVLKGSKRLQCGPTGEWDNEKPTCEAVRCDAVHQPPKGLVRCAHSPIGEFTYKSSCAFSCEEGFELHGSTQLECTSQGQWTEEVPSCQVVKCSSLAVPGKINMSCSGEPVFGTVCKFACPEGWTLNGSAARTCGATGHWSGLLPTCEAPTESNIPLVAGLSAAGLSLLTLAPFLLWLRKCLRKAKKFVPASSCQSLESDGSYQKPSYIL
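Read-out basis: % PE-positive cells; Test system: HUVEC primary endothelial cells; Technique: immunofluorescence imaging; Dosing: single-point compound dose.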
EWS-Fli inh – EWS/Fli transcriptional activity inhibition; A673 NR0B1-luciferase reporter, viability-normalised; inhibition, % at 12.6 µM; hit rate 0.67% among 350,000;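 active = mean inhibition of at least 50% after viability correction, with every replicate also passing that limit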;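 also: firefly luciferase signal divided by Alamar Blue viability fluorescence both relative to DMSO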
S100A4 inh HTS – blocks human S100A4 binding to myosin IIA peptide | hit rate 0.14% among 360,000 | AID 652163 | inhibition, % at 10.7 µM | P26447 | S100A4/TAMRA-MyoIIA peptide fluorescence polarization;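 active = mean inhibition of at least 70% across replicates, with every replicate also reaching that level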
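Material: S100A4 monomer (human). Medium: Calcium-containing HEPES buffer, pH 7.2. Probe or stimulus: labelled myosin peptide probe, 5 nM. Compound dosing: one concentration per compound. Timing: polarization read 5 min after assay mix addition, stable 5–60 min. Benchmarks: DMSO as neutral control, TFP as positive control.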
esBAF inh – blocks esBAF chromatin remodeling in mouse ES cells | Bmi1-luciferase knock-in reporter, 24 h; 100% = twice the neutral-well signal | reporter increase, % at 12.5 µM | hit rate 2% among 350,000 | AID 602393; in the data active = activation above about 40%;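 also: 0% = median of the plate's neutral control wells and 100% = double that signal; a rise in the Bmi1 reporter signal indicates esBAF inhibition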
Active calls of the source: *; x = not tested or not shown; & = joins results of further samples. Rows are unselected; any-hit rate near 3%.

SMILES | RAD52 anneal inh | RAD54 branch | FN deposition inh | Xi reactivation | E-selectin induc | EWS-Fli inh | S100A4 inh HTS | esBAF inh
Cc1ccc(S(=O)(=O)Nc2ccc3c(c2)C(=O)N([C@@H](C)CO)C[C@H](C)[C@H](CN(C)C(=O)NC(C)C)OCCCC[C@H](C)O3)cc1 | 4.8 | -8.1 | 2.9 | 0.2 | 0.8 | -4.4 | 6.0 | 1.1
CN1CCN(C(=O)c2ccc3nc(-c4ccccc4)c(-c4ccccc4)nc3c2)CC1 | 5.9 | x | 3.0 | 0.0 | -0.1 | -3.8 | -2.9 | x
C/C=C/c1ccc2c(c1)O[C@@H](CN(C)C(=O)C1CC1)[C@@H](C)CN([C@H](C)CO)S2(=O)=O | x | x | -8.3 | -0.5 | -0.4 | -8.1 | x | -4.8
C[C@@H]1CN([C@@H](C)CO)C(=O)Cc2cc(NS(=O)(=O)c3cn(C)cn3)ccc2O[C@@H]1CN(C)Cc1ccc(C(F)(F)F)cc1 | 17.1 | -3.2 | x | 0.2 | -12.9 | 12.7 | x | 0.2
O=c1[nH]cnc2c1C(c1ccccc1)c1c(nc[nH]c1=O)O2 | -0.9 | -1.5 | -2.1 | 0.0 | 0.5 | -8.2 | 4.6 | 0.5
CCOC(=O)C1CCN(c2ccc(-c3cccs3)nn2)CC1 | -10.8 | -9.5 | -3.1 | 0.2 | 0.1 | -62.6 | 1.2 | 32.4
Cc1coc2c(C)c3oc(=O)c(CCC(=O)N4CCC(C(=O)NCCCC(=O)O)(c5ccccc5)CC4)c(C)c3cc12 | -3.9 | 5.8 | -28.8 | -0.1 | x | x | 0.5 | -5.8
CO[C@@H]1CC[C@@H]2CCN(C)C(=O)CCCN(C)C(=O)c3cccc(C#N)c3OC[C@H]1O2 | -2.4 | 4.7 | 0.0 | 0.0 | -0.1 | 5.5 | -8.4 | 5.1
Cc1cccc(C)c1N=C1SC(CC(=O)Nc2c(C)cccc2C)C(=O)N1CCc1ccccn1 (stereo not given) | x | -3.3 | 0.6 | 0.0 | 0.5 | x | x | x
O=C1NC(=O)/C(=C/c2ccc(-c3cccc([N+](=O)[O-])c3)o2)S1 | -20.5 | -0.4 | -1.0 | 0.1 | -0.2 | -36.6 | -3.6 | 7.1
Nc1nc(Cl)cc(Oc2ccc(Cl)cc2)n1 | -6.7 | x | 12.6 | 0.0 | 1.4 | -7.5 | -4.7 | x
O=C(C[C@H]1C[C@H]2c3cc(NC(=O)NC4CCCC4)ccc3O[C@H]2[C@@H](CO)O1)NCCc1ccccc1 | 0.8 | -4.3 | -5.3 | 8.9 | 0.0 | 3.0 | 6.1 | -1.0
C[C@H]1CCCCO[C@H](CN(C)C(=O)NC2CCCCC2)[C@@H](C)CN([C@@H](C)CO)C(=O)c2cc(NC(=O)Cc3ccccc3)ccc2O1 | -17.7 | 12.9 | x | 0.0 | 0.3 | 9.4 | 6.6 | 14.4
Cc1c(C(=O)N2CCCC2)c(S(=O)(=O)N2CCN(c3ccccc3F)CC2)c(C)n1C | -5.8 | -8.1 | -13.3 | 0.0 | x | 3.8 | -1.6 | -0.9
COc1cccc(NC(=O)N2C[C@H](O)COC[C@@H]3O[C@H](CC(=O)NCc4ccccc4F)CC[C@H]32)c1 | x | 5.3 | 5.6 | -0.2 | 0.0 | x | x | -4.1
CCC(=O)N1CC(=O)N2[C@H](CO)[C@H](c3ccc(-c4cccnc4)cc3)[C@H]2C1 | 3.4 | x | x | 0.0 | 0.0 | -4.3 | -9.8 | x
COc1ccccc1N(CC(=O)N(CC(C)C)CC(C)C)S(=O)(=O)c1cccs1 | -4.2 | -7.3 | 32.1* | 0.3 | x | 1.8 | 0.7 | -6.3
Cc1ccccc1N(C(=O)c1cccs1)c1nc2ccccc2s1 | -4.8 | 9.5 | -9.4 | x | x | x | 2.9 | x
Cc1c2cnn(-c3ccccc3)c(=O)c2c(C)n1CCCC(=O)NCCN1CCN(C)CC1 | 57.9* | x | 5.8 | -0.2 | -0.1 | -3.8 | 2.6 | x
Cc1ccccc1N1CC(C(=O)NC2CCCC2)CC1=O (stereo not given) | -0.1 | -1.9 | 4.2 | 0.0 | -8.2 | 0.4 | 1.4 | -6.7
Cc1cc(C)cc(C(=O)NCC(=O)OC(C)C(=O)N(C)c2ccccc2)c1 (stereo not given) | -18.4 | -0.6 | -0.2 | 0.2 | x | -2.0 | -5.0 | 0.7
C[C@@H]1CCCCO[C@H](CN(C)C(=O)Nc2ccc(F)cc2)[C@H](C)CN([C@@H](C)CO)C(=O)c2cc(NC(=O)CCC(F)(F)F)ccc2O1 | -46.7 | -7.2 | -7.9 | 0.1 | x | 6.7 | -4.2 | -4.7
COc1ccc(-c2ccc(C(=O)O)o2)c([N+](=O)[O-])c1 | -15.9 | x | -6.7 | 0.0 | -0.7 | 7.8 | -7.9 | x
COc1cccc(NC(=S)N(CCc2nc3cc(C)c(C)cc3[nH]2)Cc2cccnc2)c1 | -10.9 | -1.3 | x | x | x | -8.4 | -3.1 | 14.2
CN(c1ccc(C(=O)Nc2cccnc2)cc1)S(=O)(=O)c1ccc(Cl)cc1 | -16.4 | -15.0 | 3.7 | 0.0 | 0.4 | 0.5 | 6.3 | -4.4
The listing continues.
SMILES | RAD52 anneal inh | RAD54 branch | FN deposition inh | Xi reactivation | E-selectin induc | EWS-Fli inh | S100A4 inh HTS | esBAF inh
CCOC(=O)CNC(=O)CN1C(=O)CC(c2ccco2)Sc2ccccc21 (stereo not given) | -11.4 | 4.5 | 2.4 | 0.2 | -0.1 | -24.6 | 3.0 | 7.9
C[C@H]1CN([C@@H](C)CO)C(=O)CCCn2nncc2CO[C@@H]1CN(C)Cc1ccccc1 | 0.0&8.6 | -3.0&-3.8 | 8.1&-1.1 | 0.1&-0.1 | 1.7&-0.1 | -2.1&-0.8 | -44.3&5.6 | -7.2&0.3
C[C@H](CO)N1C[C@H](C)[C@@H](CN(C)S(=O)(=O)c2ccccc2)Oc2ccc(NS(=O)(=O)c3cn(C)cn3)cc2CC1=O | -1.4 | -15.9 | x | 0.0 | 0.2 | -0.2 | -1.9 | 1.0
COc1ccc(NC(=O)CCc2nnc3ccc(NCc4ccco4)nn23)cc1 | -4.6 | -1.3 | -11.0 | -0.1 | x | 9.9 | -0.9 | -1.6
CCOc1ccccc1C(=O)NC(C(=O)NCc1ccccc1OC)C(C)C (stereo not given) | -13.8 | x | 10.9 | 0.4 | 0.0 | 11.0 | -2.9 | x
Cc1ccc(OCCC(=O)OCC(=O)Nc2ccc(N3CCOCC3)cc2)cc1 | -7.1 | 2.1 | 8.2 | 0.0 | 0.0 | -6.2 | -5.8 | 1.8
NS(=O)(=O)c1ccc(N=Nc2ccc(=O)[nH]c2O)cc1 | -8.5 | x | 1.8 | 0.2 | 1.1 | -10.1 | 0.2 | x
O=C(Cc1ccccc1)N1CC[C@@H]2[C@@H](CO)Nc3ccc(-c4cccc(F)c4)cc3[C@@H]21 | -1.2 | 7.2 | 0.7 | 0.0 | -0.4 | 15.4 | -11.0 | -4.9
C[C@@H](O)C#Cc1ccc([C@@H]2[C@@H](CO)N3CCCCN(S(=O)(=O)Cc4ccccc4)C[C@@H]23)cc1 | -20.1 | -1.3 | x | 0.5 | -0.5 | -1.1 | -8.1 | 0.6
CCCCCCCCN1N=N[C@H]2[C@H]1[C@@H]1C[C@H]2N(C(=O)OC(C)(C)C)O1 | -7.7 | -3.3 | -3.8 | 0.1 | -1.6 | 8.3 | -3.8 | 1.7
Cc1cc(N2CCOCC2)nc2ccc(NC(=S)NCc3ccc4c(c3)OCO4)cc12 | -13.7 | x | -6.0 | 0.4 | x | 6.3 | -3.3 | 1.3
Clc1ccc(-c2nc3ccccc3nc2-c2ccccc2)cc1 | -17.9 | 2.5 | 2.7 | 0.0 | 3.1 | 3.3 | -0.6 | 0.6
Cc1ccc(-c2cnc3c(c2)C(=O)N([C@@H](C)CO)C[C@H](C)[C@H](CN(C)Cc2ccccc2F)O3)cc1 | 4.7 | 5.0 | -15.7 | 0.2 | 0.6 | -6.7 | -3.5 | 5.9
O=C(N[C@@H]1CC[C@H](CC(=O)N2CCN(c3ccccc3)CC2)O[C@@H]1CO)c1ccncc1 | -7.2 | -9.5 | -3.0 | 0.5 | -0.5 | 2.8 | 5.2 | 0.4
CC(C)NC(=O)N(C)C[C@@H]1OCCCC[C@@H](C)Oc2ccc(NC(=O)Nc3ccc(F)cc3)cc2C(=O)N([C@H](C)CO)C[C@@H]1C | -14.5&-16.9 | 8.9&4.8 | -0.9 | 0.0&0.0 | 1.1 | -17.0&1.4 | 3.1&-1.0 | 2.3&11.0
Cc1cc(C)c(NC(=O)C2CCCN2CCOC(=O)c2ccccc2)c(C)c1 (stereo not given) | -11.6 | x | 1.2 | 0.0 | 3.8 | -14.2 | -2.3 | x
Cc1ccc(CN2C(=O)C(C)Nc3ncnc(N4CCN(c5ccccn5)CC4)c32)cc1 (stereo not given) | -34.8 | -9.3 | -16.9 | -0.1 | -0.2 | 7.7 | -3.7 | 2.5
Cc1ccccc1-c1ccc([C@@H]2[C@@H](CO)N3CCCCN(S(=O)(=O)c4cn(C)cn4)C[C@H]23)cc1 | -11.6 | -1.1 | x | 0.0 | -0.1 | x | 1.3 | x
CC(C)CC#Cc1cnc2c(c1)C(=O)N([C@@H](C)CO)C[C@H](C)[C@@H](CN(C)C(=O)CC1CC1)O2 | -0.7 | 2.8 | x | 1.2 | -0.3 | -0.7 | 100.6 | -6.6
Cc1cc(C(=O)Nc2cccc3c2O[C@@H](CN(C)S(=O)(=O)c2cn(C)cn2)[C@@H](C)CN([C@H](C)CO)C3=O)n(C)n1 | -2.0 | 11.8 | -11.2 | -0.4 | x | 5.2 | 2.2 | -5.7
O=C(CCN1CCCCC1)N[C@H]1CC[C@H](CCNC(=O)c2cc(Cl)cc(Cl)c2)O[C@H]1CO | -17.4 | -4.1 | 10.8 | 0.2 | 0.0 | 0.0 | 12.5 | 5.3
C=CCC[C@H](Cc1ccc(F)cc1)C(=O)OC[C@H]1CCCN1C(=O)[C@@H](CC=C)CC(=O)NCCO | -4.3 | -11.3 | x | -0.1 | -0.3 | -0.7 | -4.0 | 2.0
COc1cc(NC(=O)COC(=O)CO/N=C(\C)c2ccc3c(c2)OCO3)cc(OC)c1 | -12.0 | -4.7 | 2.4 | -0.1 | -2.9 | -4.4 | -6.2 | -5.5
N#Cc1ccc(-c2ccc3c(c2)[C@H]2[C@H](CCN2C(=O)CN2CCOCC2)[C@@H](CO)N3)cc1 | 4.7 | 14.1 | -45.3 | 0.2 | -0.7 | -1.2 | -18.0 | -4.9

Part of the list above, set out differently:
> CCCCCCCCN1N=N[C@H]2[C@H]1[C@@H]1C[C@H]2N(C(=O)OC(C)(C)C)O1
  RAD52 anneal inh: -7.7 | RAD54 branch: -3.3 | FN deposition inh: -3.8 | Xi reactivation: 0.1 | E-selectin induc: -1.6 | EWS-Fli inh: 8.3 | S100A4 inh HTS: -3.8 | esBAF inh: 1.7

> COc1ccc(NC(=O)CCc2nnc3ccc(NCc4ccco4)nn23)cc1
  RAD52 anneal inh: -4.6 | RAD54 branch: -1.3 | FN deposition inh: -11.0 | Xi reactivation: -0.1 | E-selectin induc: x | EWS-Fli inh: 9.9 | S100A4 inh HTS: -0.9 | esBAF inh: -1.6
